# Assay outcomes deposited in PubChem by National Center for Advancing Translational Sciences (NCATS).
# GALK inhibitor: inhibitors of human galactokinase (GALK). recombinant GALK, Kinase-Glo ATP luminescence, 1 h. Potency, µM (highest dose often 57.5 µM), inactives show at the top dose activity, negative = inhibition, usual class: inhibitors. 44,000 tested, under 10 active;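 note: plate controls were full GALK reaction for no effect and reaction lacking GALK for full effect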
#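 Reactions with and without enzyme served as controls. GALK at 5 nM phosphorylates 100 uM galactose using 35 uM ATP (HEPES pH 8.0, Mg2+) for 1 h at RT, with luminescence read 10 min after adding Kinase-Glo Plus.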
# NTMT1 inh: NTMT1 methyltransferase inhibition | Q9BV86 | NTMT1 MTase-Glo SAH luminescence, purified enzyme | Potency, µM (series often up to 114 µM), for inactives: at the top dose activity change, negative = inhibition, actives largely listed as inhibitors | 59,000 compounds, 2.5% hits | AID 1645870;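 note: potency is the fitted concentration of half-maximal effect; plate controls were DMSO vehicle for no effect and no enzyme for full effect; nearly all actives have a fitted effect of over 65% in size; many of its hits are not listed in these tables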
# Target sequence (Q9BV86 whole entry, looked up): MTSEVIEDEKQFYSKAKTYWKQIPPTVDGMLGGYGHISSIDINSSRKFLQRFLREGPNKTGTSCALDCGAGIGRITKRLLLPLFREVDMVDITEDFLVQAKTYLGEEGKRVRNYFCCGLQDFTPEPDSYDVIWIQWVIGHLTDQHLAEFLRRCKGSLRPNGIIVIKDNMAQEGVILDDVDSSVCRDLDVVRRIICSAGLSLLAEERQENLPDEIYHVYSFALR
# TSG101-PTAP inh: TSG101-PTAP interaction inhibition, HIV-1 budding. Q99816. Fluorescence polarization, FITC-PTAP peptide/Tsg101, 20 min. Potency, µM (top dose mostly 115 µM), without a hit: top-dose activity change, negative = inhibition, hits mostly inhibitors. 44,000 tested, under 10 active. AID 1347069; note: potency is the fitted concentration of half-maximal effect; 0% is about no effect
# Target sequence (Q99816 whole entry, looked up): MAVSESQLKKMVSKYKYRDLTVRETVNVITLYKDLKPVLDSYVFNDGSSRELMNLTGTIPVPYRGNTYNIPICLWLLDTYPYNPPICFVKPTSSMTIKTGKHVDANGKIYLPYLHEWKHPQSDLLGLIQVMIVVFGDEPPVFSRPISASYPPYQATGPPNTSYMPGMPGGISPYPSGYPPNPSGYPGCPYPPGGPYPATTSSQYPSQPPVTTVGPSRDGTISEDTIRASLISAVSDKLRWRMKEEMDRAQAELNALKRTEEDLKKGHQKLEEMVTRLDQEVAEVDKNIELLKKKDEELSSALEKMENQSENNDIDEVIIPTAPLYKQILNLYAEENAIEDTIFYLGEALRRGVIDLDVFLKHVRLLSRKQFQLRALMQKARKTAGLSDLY
#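 Compounds pinned into 10 uM Tsg101 binding domain, then 50 nM FITC-PTAP peptide added in pH 7.5 HEPES buffer; FP read after 20 min, room temperature. Total S+P intensity flags fluorescent compounds; active cut-off <25 µM, efficacy <60%.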
# B2AR arrestin ag: agonists recruiting beta-arrestin to human beta2-adrenergic receptor; P07550; HTLA Tango cells, beta-arrestin recruitment, luciferase luminescence, 18 h; Potency, µM (titrated, usually from 46.1 µM), without a hit: at the top dose activation, actives largely listed as activators; 44,000 tested, under 10 active; AID 1347077;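 note: potency is the fitted concentration of half-maximal effect; 0% = DMSO and full agonism = EC100 isoproterenol or metaproterenol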
# Target sequence (P07550 whole entry, looked up): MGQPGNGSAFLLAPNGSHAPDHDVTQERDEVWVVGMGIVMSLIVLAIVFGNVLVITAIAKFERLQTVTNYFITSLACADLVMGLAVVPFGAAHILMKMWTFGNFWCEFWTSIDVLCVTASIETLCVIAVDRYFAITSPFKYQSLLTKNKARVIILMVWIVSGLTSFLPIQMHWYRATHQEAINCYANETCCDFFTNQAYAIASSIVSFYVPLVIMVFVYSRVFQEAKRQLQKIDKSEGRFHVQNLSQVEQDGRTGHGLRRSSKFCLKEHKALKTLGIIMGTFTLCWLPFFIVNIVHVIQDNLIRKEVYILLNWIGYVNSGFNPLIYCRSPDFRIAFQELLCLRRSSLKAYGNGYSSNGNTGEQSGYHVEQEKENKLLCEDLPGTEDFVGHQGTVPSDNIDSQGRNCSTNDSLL
#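 First, Tango cells carrying beta2-AR and beta-arrestin fusions received compound up to 46 microM. After 18 hr at 37 degrees C, luciferase substrate was added for 15 minutes, then luminescence gave %Activity for curve fitting.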
# p53null 32C kill: p53 null cell cytotoxicity, permissive temperature; AID 903; 55,000 compounds, 0.62% hits; Potency, µM (titrated, usually from 46.1 µM), inactives show top-dose activity change, negative = cytotoxicity, actives largely listed as cytotoxic; H1299-neo p53 null cells, ATP luminescence, 24 h, 32C;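 note: potency is the fitted concentration of half-maximal effect; 0% = DMSO only and -100% = full killing by 100 µM tamoxifen; nearly all actives have a fitted effect of over 55% in size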
#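 Luminescent ATP readout gave cell viability of p53-null H1299-neo cells after a 24 h compound exposure at the permissive 32C. Titrations ran up to 46 uM, and AC50s were fitted with the standard Hill equation.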
# p53null 39C kill: kills p53 null cells at the nonpermissive temperature | H1299 p53-null (neo) cells, 39C, ATPlite viability, 24 h | Potency, µM (highest dose often 46.1 µM), for the others: at the highest dose activity, negative = cell killing, actives largely listed as cytotoxic | 55,000 compounds, 0.97% hits | AID 904;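 note: potency is the fitted concentration of half-maximal effect; 0% = DMSO only and -100% = full killing by 100 µM tamoxifen; nearly all actives have a fitted effect of over 50% in size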
#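 Temperature-shift cytotoxicity format: compound titrations on p53-null or A138V-expressing H1299 cells held 24 hr at 39C, cell ATP then measured, AC50 from Hill model.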
# FH mod: Identification of activators of human fumarate hydratase by quantitative high-throughput screening. Fumarate hydratase, mitochondrial (Homo sapiens), P07954. FH coupled MDH/diaphorase resazurin fluorescence, 15 min. Potency, µM (highest dose often 79.9 µM), inactives show at the top dose activity change, negative = inhibition, most hits filed as inhibitors. 54,000 compounds, 0.22% hits; note: potency is the fitted concentration of half-maximal effect; % is set by controls: 0 for no effect and ±100 for the full control effect; the screen sought activators but most active calls are inhibition curves; nearly all actives have a fitted effect of over 45% in size
# * = called active by the depositor; ? = inconclusive; . = not tested or not shown; [ ] = remark or other dose. Calls come from the whole dose curve; as a rule, active = well fitted curve in the direction sought with a large enough effect; inconclusive = small, poorly fitted or top-dose-only effect, or another doubt; inactive = no such curve, though single readings can be large; an effect the other way counts as inactive or inconclusive. This is a subset; rates above refer to the full screens.
SMILES,GALK inhibitor,NTMT1 inh,TSG101-PTAP inh,B2AR arrestin ag,p53null 32C kill,p53null 39C kill,FH mod
Cc1ccc(CNc2nc3ccccc3n3c(C)nnc23)cc1,?,15.7%,2.8%,-0.4%,-4.0%,-18.7%,5.3%
Cc1c(Cl)cccc1NC(=O)N1CCC(CN2CCCC2)CC1,-5.0%,-19.7%,-0.7%,-0.3%,6.4%,3.9%,-2.9%
CCc1ccc(NC(=O)CC2C(=O)NCCN2C(=O)c2ccccc2OC)cc1 (configuration not stated),-0.1%,15.8%,-6.4%,0.0%,.,.,4.3%
COc1cc(C2CC(=O)Nc3c2c(=O)[nH]c2ncnn32)ccc1O (configuration not stated),7.4%,-26.9%,-6.8%,0.5%,-11.6%,-2.6%,0.3%
COc1ccc2nc(N(Cc3cccnc3)C(=O)CCc3ccccc3)sc2c1,-8.9%,3.0%,0.8%,-4.1%,12.2%,18.0%,?
Cc1ccc(NC(=O)c2nc(S(=O)(=O)Cc3ccc(F)cc3)ncc2Cl)cc1C,3.1%,8.4%,1.3%,-2.2%,20µM*,?,-3.5%
CCN(CC)C(=O)Cn1c(=O)n(-c2ccc(C)c(C)c2)c(=O)c2c(C)c(C(=O)N(CC)CC)sc21,0.6%,-0.6%,-5.1%,-2.6%,-7.3%,3.5%,-19.7%
Cc1ccc(NC(=O)Cn2c(-c3nonc3N)nc3ccccc32)c(Br)c1,0.8%,2.1%,-3.2%,-1.5%,2.9%,-7.0%,3.1%
Cc1cc(C)c2oc(-c3ccc(Cl)c(NC(=O)c4cccs4)c3)nc2c1,-1.7%,?,-4.9%,0.5%,-9.9%,-20.3%,5.8%
COCCCn1c(SCc2cccc(Cl)c2)nc2c(sc3ccccc32)c1=O,1.8%,-0.2%,-0.1%,5.7%,4.2%,22.0%,-5.6%
COc1ccccc1NC(=O)c1c(C)cc(C)nc1SCC(=O)Nc1cccc(C)c1,1.7%,3.0%,0.4%,-2.7%,13.6%,4.3%,-8.4%
COc1cccc(-c2nc(S(=O)(=O)c3ccccc3)c(N3CCC(C)CC3)o2)c1,0.0%,-13.0%,-0.6%,-0.2%,6.3%,6.3%,-27.1%

# A second format for three compounds above:
molecule	GALK inhibitor	NTMT1 inh	TSG101-PTAP inh	B2AR arrestin ag	p53null 32C kill	p53null 39C kill	FH mod
Cc1cc(C)c2oc(-c3ccc(Cl)c(NC(=O)c4cccs4)c3)nc2c1	-1.7%	?	-4.9%	0.5%	-9.9%	-20.3%	5.8%
Cc1ccc(NC(=O)c2nc(S(=O)(=O)Cc3ccc(F)cc3)ncc2Cl)cc1C	3.1%	8.4%	1.3%	-2.2%	20µM*	?	-3.5%
Cc1ccc(CNc2nc3ccccc3n3c(C)nnc23)cc1	?	15.7%	2.8%	-0.4%	-4.0%	-18.7%	5.3%

# The results go on:
SMILES,GALK inhibitor,NTMT1 inh,TSG101-PTAP inh,B2AR arrestin ag,p53null 32C kill,p53null 39C kill,FH mod
Cc1ccc(C)c(CN2C(=O)c3ccccc3S(=O)c3ccc(C(=O)N4CCOCC4)cc32)c1 (configuration not stated),0.9%,-1.9%,-0.4%,1.1%,6.4%,-14.2%,-11.7%
Cc1ccc(-n2c(SCc3ccccc3)nc3c([nH]c4ccccc43)c2=O)cc1,0.7%,15.1%,5.6%,0.4%,-1.1%,17.5%,5.7%
Cc1ccc(C)c(NC(=O)CN(C)S(=O)(=O)c2ccc3c(c2)CCC(=O)N3)c1,0.9%,7.3%,0.7%,1.1%,-0.1%,-11.5%,0.7%
Cc1ccc(C(=O)N2CCc3cc(CNS(=O)(=O)c4ccc(Cl)s4)ccc32)cc1,-3.0%,-0.9%,2.3%,-0.8%,2.0%,?,-6.8%
CCCCOc1ccc(CNC(=O)Cc2ccc(NC(=O)N3CCSc4ncccc43)cc2)cc1,-0.8%,6.6%,-1.7%,0.8%,22.4%,4.5%,-14.1%
COc1ccc(-c2nc3sc(CCNC(=O)Cc4ccc(Cl)cc4)c(C)n3n2)cc1,-2.3%,0.4%,-1.2%,-3.3%,-9.0%,18.7%,-10.0%
COc1ccccc1Nc1ncnc2c1nc1n2CCCC1,-0.9%,-4.5%,-0.6%,1.0%,-11.9%,15.6%,-15.4%
CCOc1ccccc1NC(=O)c1nc(SC(C)C)ncc1Cl,0.0%,2.6%,-0.5%,-1.2%,-9.6%,-3.6%,-23.5%
CCCS(=O)(=O)N1CCC(C(=O)NCCOC)CC1,0.6%,1.2%,0.3%,2.4%,-3.1%,14.3%,-15.5%
CCOC(=O)C1(C)C=C(Nc2cccc(C)c2)C(=O)N1c1ccccc1 (configuration not stated),-0.9%,-1.9%,-2.0%,-0.6%,13.5%,-3.9%,-12.2%
COc1ccc2c(c1)c1c(c(=O)n(Cc3ccccc3)c(=O)n1CC(=O)NCc1ccc(C)cc1)n2C,2.6%,2.4%,-7.4%,-0.5%,3.1%,-5.9%,5.5%
Cc1cc(C)n(C(C)CC(=O)Nc2cccc(C(F)(F)F)c2)n1 (configuration not stated),-2.0%,-3.9%,0.7%,-0.4%,-8.6%,13.4%,4.3%
CC1CCN(S(=O)(=O)c2ccc3c(c2)N(C)C(=O)CC(=O)N3C)CC1,-5.8%,?,2.1%,-4.0%,-4.7%,-7.2%,-10.8%
COc1ccc(NC(=O)c2c(NCc3sccc3C)sc3c2CCCCC3)c(OC)c1,-1.2%,-5.8%,-1.3%,0.7%,20.1%,7.4%,-16.0%
Cc1c(C(=O)N2CCCC2)oc2c1-c1nn(CC(=O)NCc3ccccc3F)cc1CC2,?,-3.0%,-0.4%,1.3%,0.1%,-12.5%,-2.4%
Cc1ccc(N(C)C(=O)Cn2ncc3c([nH]c4ccccc43)c2=O)cc1C,2.4%,-3.9%,-3.3%,-0.4%,-5.0%,-10.3%,-2.2%
O=C(Nc1cccc(Cl)c1Cl)c1cc2nc(-c3ccc(Cl)cc3)cc(C(F)(F)F)n2n1,1.5%,-2.5%,-0.8%,0.6%,.,.,1.4%
CC1=C(C(=O)OCC2CCCCC2)C(c2cccc(F)c2F)CC(=O)N1 (configuration not stated),-8.4%,9.0%,-2.1%,1.0%,3.0%,7.9%,-4.3%
CCc1ccc(S(=O)(=O)NCc2cccn2Cc2cccc(C)c2)cc1,0.7%,-17.9%,-4.1%,-0.2%,9.0%,24.7%,?
CN1CCN(c2nc3c(S(=O)(=O)c4ccc(Br)cc4)nnn3c3ccsc23)CC1,-7.0%,-5.6%,-15.8%,0.5%,5.8%,7.3%,-7.7%
CCOCCc1nn2c(=O)cc(COC(=O)c3ccc(NC(=O)C(C)(C)C)cc3)nc2s1,-1.6%,-4.5%,-0.4%,-0.5%,-4.6%,0.5%,-3.2%
Cc1ccc(C)c(CN2CCCN(Cc3ccccc3C)S2(=O)=O)c1,0.0%,-1.9%,2.1%,-0.7%,-2.7%,12.4%,-7.5%
Cc1ccc2occ(-c3cc(-c4ccc(F)cc4)nc4c3COc3ccc(F)cc3-4)c(=O)c2c1,7.9%,3.7%,-4.0%,0.3%,.,.,-2.7%
O=C(Cn1c(=O)oc2ccccc21)Nc1ccc(C(=O)O)cc1,0.0%,-24.9%,-7.5%,0.0%,-0.4%,-38.9%,-6.1%
CCc1ccc(NS(=O)(=O)c2ccc3[nH]c4c(c3c2)CCCCCC4)cc1,-1.8%,?,-2.3%,-0.3%,60.4%[activator],6.0%,?
Cc1cc(C)c2oc(-c3cccc(NC(=O)COc4ccc([N+](=O)[O-])cc4)c3)nc2c1,8.7%,-3.5%,2.1%,0.0%,-26.2%,-15.4%,2.8%
Cc1ccc(Cl)c2c1N[C@@H](c1ccc(C(=O)O)cc1)[C@H]1CC=C[C@@H]21,-5.0%,.,-6.2%,-2.2%,11.9%,7.5%,.
Cc1cccc(N2CCN(C(=O)c3ccc4c(c3)N(Cc3cccc(Cl)c3)C(=O)c3ccccc3S4=O)CC2)c1C (configuration not stated),-0.4%,-3.3%,-4.6%,1.1%,25.5%,9.1%,-14.6%
CC(=O)N1c2c(cc(Br)cc2S(=O)(=O)Nc2ccc(OC(F)(F)F)cc2)CC1C (configuration not stated),-0.3%,8.3%,-16.3%,0.6%,25.4%,27.3%,-19.3%
COc1ccc(CN2CCCN(CC(=O)Nc3ccc(Br)cc3F)S2(=O)=O)cc1,-4.8%,5.4%,-3.2%,0.2%,9.1%,-19.1%,-27.2%
CCOc1cc(C(=O)N2CCC(c3ccncc3)CC2)cc(OCC)c1OCC,-0.3%,1.8%,-1.6%,-2.3%,-0.8%,19.8%,9.4%
O=S(=O)(c1ccc2nc(Nc3ccc(Br)cc3F)ccc2c1)N1CCCC1,0.1%,19.1%,-5.2%,-0.7%,1.7%,6.0%,5.7%
CC(=O)c1ccc(NC(=O)c2cn3c4c(ccc(Cl)c4c2=O)OC(C)C3)cc1 (configuration not stated),-4.0%,3.3%,3.0%,-0.4%,11.3%,-5.3%,-7.0%
CCCCN1C(=O)CN(C2CCCCCC2)C(=O)C1c1ccc(OC(C)C)c(OC)c1 (configuration not stated),-0.1%,.,-4.1%,-0.2%,-2.9%,11.1%,.
Cn1c(=O)oc2cc(S(=O)(=O)CCC(=O)NCc3ccc(Cl)cc3)ccc21,-0.5%,7.8%,-4.9%,-1.3%,8.3%,-12.1%,?
CCOc1cc(-c2nnc(SCC(=O)NC3CCCCC3)nc2-c2ccc(OC)c(OCC)c2)ccc1OC,1.0%,-3.7%,-6.1%,0.3%,-0.4%,17.4%,1.4%
COc1ccc(OCC(=O)Nc2ccc3c(c2)nc(CCNC(=O)c2ccco2)n3C)cc1,0.0%,1.4%,-4.5%,-1.0%,-7.2%,-7.5%,-8.4%
CCOC(=O)N1CCC(NC(=O)c2cnn(-c3cccc(Cl)c3C)c2C2CCN(C(=O)OC(C)(C)C)CC2)CC1,0.2%,5.9%,0.0%,-0.4%,12.0%,11.8%,-15.4%
Cc1ccc2oc(C(=O)Nc3sc4c(c3C(=O)NCc3ccco3)CCC4)cc(=O)c2c1,3.6%,-19.7%,2.2%,0.1%,3.3%,13.9%,-4.1%
COc1ccc(Cn2c(C(=O)O)c(CNCc3ccco3)c3ccc(OC)cc32)cc1,?,4.9%,-17.3%,1.7%,-13.4%,-16.6%,-6.8%
Cc1cccc(NC(=O)CSc2nc(-c3ccccc3)cc(=O)[nH]2)c1C,-1.1%,2.9%,0.7%,2.0%,1.6%,4.6%,2.3%
COc1ccc(C2C(=O)N(C3CCCCC3)CC(=O)N2CCc2ccc(OC)c(OC)c2)cc1 (configuration not stated),1.1%,-11.1%,-1.5%,-0.7%,-2.9%,15.6%,-5.1%
O=S(=O)(Nc1cccc(-c2ccc(N3CCCCCC3)nn2)c1)c1cccc(F)c1,1.3%,.,2.0%,1.4%,-29.4%,?,.
